OXTR ag: agonists of human oxytocin receptor; 320,000 tested, 0.32% active; P30559; activation, % at 3 µM; CHO-OTR cells, Fluo-8 calcium fluorescence; normalized: DMSO 0%, oxytocin 100%;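 active means activation above the mean of all tested compounds plus 3 SD, cutoff set per screening run, cut at about 20% in these data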;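 further: peak over basal fluorescence ratio from a 100 s FLIPR kinetic read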
CHO parental Ca: signal in parental CHO cells, OX1R antagonist counter-screen | parental CHO-K1, ATP-induced calcium, Fluo-8 fluorescence | inhibition, % at 5.6 µM | 330,000 tested, 0.63% active | AID 463079;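 active means inhibition above that plate's mean sample inhibition plus 3 SD, cut at about 26% in these data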;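 further: 0% = ATP-challenged DMSO wells and 100% = DMSO wells without ATP; some compounds past the cut are filed as inactive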
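Assay system: parental CHO cells; Read-out basis: percent inhibition of ATP-evoked calcium rise, normalized to controls; Benchmarks: ATP and no-ATP DMSO wells; Compound dosing: single nominal dose of 5.6 µM per compound; Signal: Fluo-8 calcium dye fluorescence; Also added: ATP as calcium-mobilizing challenge; Repeats: singlicate.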
OXTR potentiator: potentiates the human oxytocin receptor response; activation, % at 3 µM; 320,000 tested, 0.061% active; AID 2445; CHO-OTR cells, Fluo-8 calcium fluorescence, potentiator mode; 0% = oxytocin EC15, 100% = EC100; P30559;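 active means activation above that plate's cutoff, the mean activation of tested compounds plus 3 SD, cut at about 6.6% in these data, passing the limit was not always enough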;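 further: 100% uses oxytocin at 75 nM as the full agonist control; some results filed as inactive read as strong as hits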
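Replication – single well per compound, singlicate · Assay system – CHO cell line stably expressing human OTR · Timing – 6 min pre-incubation, 100 s read · Measure – normalized max/min fluorescence ratio, % activation · Doses – 3.0 µM, one dose · Detection – Fluo-8 calcium dye fluorescence · Probe or stimulus – oxytocin near EC15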
V1aR counter: V1a receptor agonism, counter-screen for OXTR agonists; 320,000 tested, 0.25% active; CHO-V1R cells, Fluo-8 calcium fluorescence, agonist mode; 0% DMSO, 100% 3 nM vasopressin; activation, % at 3 µM; P37288;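 active means activation above the mean activation of all tested compounds plus 3 SD, per screening run, cut at about 20% in these data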;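 further: signal is peak over basal fluorescence ratio across a 100 second FLIPR read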
Target sequence (P37288 whole entry, looked up): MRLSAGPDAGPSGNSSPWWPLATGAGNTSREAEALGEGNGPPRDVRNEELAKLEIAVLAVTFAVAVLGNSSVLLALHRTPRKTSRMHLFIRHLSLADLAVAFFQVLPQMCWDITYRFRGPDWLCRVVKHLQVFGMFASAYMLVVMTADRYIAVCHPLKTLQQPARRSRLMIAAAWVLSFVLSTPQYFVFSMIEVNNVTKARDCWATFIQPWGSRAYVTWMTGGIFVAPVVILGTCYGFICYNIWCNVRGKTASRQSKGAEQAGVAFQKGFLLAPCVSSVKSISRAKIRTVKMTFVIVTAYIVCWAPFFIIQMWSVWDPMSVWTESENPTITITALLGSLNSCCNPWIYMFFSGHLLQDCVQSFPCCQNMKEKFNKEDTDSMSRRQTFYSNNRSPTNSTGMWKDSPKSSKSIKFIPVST
M1 PAM: positive allosteric modulators of human M1 muscarinic receptor | P11229 | CHO-K1 hM1, Fluo-8 calcium fluorescence, ACh EC20; 0% = ACh EC20, 100% = maximal ACh | activation, % at 3 µM | 360,000 tested, 0.088% active; in the data active means activation above about 19%, passing the limit was not always enough
M1 ag: agonists of human M1 muscarinic receptor; AID 588814; CHO-K1 hM1, Fluo-8 calcium fluorescence, agonist mode; 0% DMSO, 100% acetylcholine EC100; P11229; activation, % at 3 µM; 360,000 tested, 0.33% active;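 active means activation above the run's mean compound activation plus 3 SD, cut at about 16% in these data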;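 further: peak over basal fluorescence ratio within a 140 s kinetic read after compound addition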
CHRM1 antagonist: antagonists of human M1 muscarinic receptor | P11229 | CHO-K1 hM1, Fluo-8 calcium fluorescence, ACh EC80 antagonist | inhibition, % at 3 µM | 360,000 tested, 1.3% active | AID 588852;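 active means percent inhibition above its own plate's cutoff, namely the mean of that plate's compound wells plus 3 SD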;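 further: peak over basal fluorescence ratio during 140 s after agonist addition; 0% = ACh EC80 plus DMSO and 100% = DMSO alone without agonist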
TAAR1 antagonist: antagonists of human TAAR1; Q96RJ0; AID 624466; inhibition, % at 3 µM; CHO RD-HGA16 TAAR1, Fluo-8 calcium fluorescence, antagonist; 360,000 tested, 1.5% active;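 active means inhibition above a per-plate cutoff, the mean inhibition of test compounds on that plate plus 3 SD, cut at about 49% in these data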;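 further: 0% = DMSO plus EC80 beta-PEA response and 100% = DMSO alone without agonist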
Target sequence (Q96RJ0 whole entry, looked up): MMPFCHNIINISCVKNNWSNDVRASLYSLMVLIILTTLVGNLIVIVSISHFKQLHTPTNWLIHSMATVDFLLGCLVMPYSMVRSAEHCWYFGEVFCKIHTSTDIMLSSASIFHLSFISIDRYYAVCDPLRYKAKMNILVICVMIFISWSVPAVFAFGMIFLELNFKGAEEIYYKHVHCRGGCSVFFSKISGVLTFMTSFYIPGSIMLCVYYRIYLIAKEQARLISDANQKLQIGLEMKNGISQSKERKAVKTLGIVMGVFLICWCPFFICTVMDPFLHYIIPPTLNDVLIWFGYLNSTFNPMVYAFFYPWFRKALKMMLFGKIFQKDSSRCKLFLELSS
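Test system: CHO RD-HGA16 cells bearing hTAAR1 | Reagent: β-PEA, EC80 | Compound dosing: 3 µM, single point | Schedule: Dye loading 75 min at 37 °C, then 30 min room temperature | Signal: Calcium fluorescence with Fluo-8 | Evaluation: Percent inhibition of PEA-evoked calcium signal, max/basal emission ratio | Control set: DMSO-only wells and EC80 β-PEA-stimulated wells | Repeats: Singlicate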
TAAR1 ag: human TAAR1 agonism; Q96RJ0; CHO RD-HGA16 TAAR1, Fluo-8 calcium fluorescence; vehicle wells 0%, saturating PEA agonist 100%; activation, % at 3 µM; 360,000 tested, 0.99% active;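 active means activation above the mean activation of all test compounds in the run plus 3 SD, cut at about 38% in these data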
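System: CHO RD-HGA16 cells carrying human TAAR1 plus Gα16; Incubation: 17-24 h seeding, 75 min 37 °C dye, 30 min RT; Measured by: Fluo-8 fluorescence, 5 s baseline then 140 s kinetic read; Control set: DMSO and PEA EC100; Replication: single well for each compound.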
* marks the source's active call; other numbers are inactive results; x = not tested or not shown.

SMILES	OXTR ag	CHO parental Ca	OXTR potentiator	V1aR counter	M1 PAM	M1 ag	CHRM1 antagonist	TAAR1 antagonist	TAAR1 ag
CN1CCCCC1c1ccc(-c2cccnc2)nc1 (stereo not given)	0.4	-9	4	0.0	8	-13	-5	-25	1
Nc1ccc2nonc2c1[N+](=O)[O-]	17	2	-9	15	5	14	4	23	72*
Nc1c(Cl)cc([N+](=O)[O-])cc1Cl	-1.2	1	5	0.0	8	-3	-16	-17	0
CCOC(=O)CNC(=O)CSP(=S)(OCC)OCC	-0.1	9	3	-0.7	10	-3	-5	-8	9
CC(=O)OC1CC(OC2C(O)CC(OC3C(O)CC(OC4CCC5(C)C(CCC6C5CC(O)C5(C)C(C7=CC(=O)OC7)CCC65O)C4)OC3C)OC2C)OC(C)C1OC1OC(CO)C(O)C(O)C1O (stereo not given)	x	x	x	x	-1	-2	-21	-10	0
CCCCn1c(=O)c(C(=O)NCc2ccccc2Cl)c(O)c2ccccc21	38*	-15	-23	0.4	7	-3	-14	1	-1
Cc1ccsc1C(=O)C1CCCN(Cc2cnc(N(C)C)s2)C1 (stereo not given)	0.4	-16	-2	0.4	x	x	x	x	x
O=C1c2ccccc2-n2nnnc2C2c3ccccc3-n3nncc3CN12 (stereo not given)	x	x	x	x	4	-3	-1	-17	0
Cc1cc(C(=O)O)c(C)n1C1CC1	1.9	-10	5	1.0	8	1	-1	-16	1
Nc1cc(N2CCNCC2)ccc1[N+](=O)[O-]	0.7	-3	-2	0.2	10	-8	-17	-5	8
COc1cccc(OC)c1C(=O)NC(=S)N1C[C@H]2C[C@H](C1)c1cccc(=O)n1C2	0.9	-12	-3	0.3	12	-2	-4	-16	4
COP(=S)(OC)SCN1C(=O)c2ccccc2C1=O	-1.7	0	-6	0.3	-1	-1	-12	-30	3

Of the compounds above, 3 contain four or more nitrogen atoms.
SMILES	OXTR ag	CHO parental Ca	OXTR potentiator	V1aR counter	M1 PAM	M1 ag	CHRM1 antagonist	TAAR1 antagonist	TAAR1 ag
Nc1ccc2nonc2c1[N+](=O)[O-]	17	2	-9	15	5	14	4	23	72*
O=C1c2ccccc2-n2nnnc2C2c3ccccc3-n3nncc3CN12 (stereo not given)	x	x	x	x	4	-3	-1	-17	0
Nc1cc(N2CCNCC2)ccc1[N+](=O)[O-]	0.7	-3	-2	0.2	10	-8	-17	-5	8

Continuation.
SMILES	OXTR ag	CHO parental Ca	OXTR potentiator	V1aR counter	M1 PAM	M1 ag	CHRM1 antagonist	TAAR1 antagonist	TAAR1 ag
Cn1cnc([N+](=O)[O-])c1Sc1ccc([N+](=O)[O-])cc1	3.0	15	-10	4.4	2	1	4	-8	15
O=C1NC(=S)N(c2ccc(Br)cc2)C(=O)/C1=C/N1CCN(C(=O)c2ccco2)CC1	2.3	-4	-19	2.4	9	-9	-1	11	32
CCN1CCC(NCC2CCCCC2)CC1	0.7	6	-5	1.0	7	-6	-4	-7	6
COc1cc(CN2C(=O)NC(=O)C3(Cc4cc(C)ccc4N(C)C3)C2=O)cc(OC)c1 (stereo not given)	-0.9	6	-5	-0.7	3	-3	-5	-3	7
COP(=O)(OC)C(NS(=O)(=O)c1ccccc1)C(Cl)(Cl)Cl (stereo not given)	1.5	-8	0	0.2	5	0	2	-16	3
O=C1NC(=O)N(c2cccc(Br)c2)C(=O)/C1=C/c1ccsc1	3.3	-3	-14	5.6	18	1	-10	9	3
O=C(c1cc2cc(Cl)ccc2[nH]1)N1CCC2(CC1)OCCO2	-0.4	-11	-5	0.6	20	1	-10	-3	-1
COc1cc(/C=C2\C(=O)NC(=O)N(c3ccccc3)C2=O)cc(OC)c1OC	-0.3	-7	-22	0.7	7	-2	-8	2	18
O=C(CCl)NCC1CCCO1 (stereo not given)	1.2	-1	-7	0.4	5	-3	-7	-14	5
Cc1ccc(N2C(=O)NC(=O)/C(=C/c3cnn(-c4ccc(C)cc4)c3)C2=O)cc1	-0.8	-11	-1	-0.5	6	-4	-14	-4	1
COC(=O)c1ccccc1NC(=O)N1C[C@@H]2C[C@@H](C1)c1cccc(=O)n1C2	-0.2	-8	-6	-0.4	10	-2	-13	-24	5
CC(=NCC1CCCO1)c1c(O)n(-c2ccc(C)cc2)c(=O)[nH]c1=O (stereo not given)	0.7	-6	5	1.0	4	-3	1	-1	8

Some entries already given, reduced to OXTR ag:
| SMILES | OXTR ag |
| --- | --- |
| COP(=O)(OC)C(NS(=O)(=O)c1ccccc1)C(Cl)(Cl)Cl (stereo not given) | 1.5 |
| O=C1NC(=O)N(c2cccc(Br)c2)C(=O)/C1=C/c1ccsc1 | 3.3 |
| O=C(c1cc2cc(Cl)ccc2[nH]1)N1CCC2(CC1)OCCO2 | -0.4 |
| COc1cc(/C=C2\C(=O)NC(=O)N(c3ccccc3)C2=O)cc(OC)c1OC | -0.3 |
| O=C(CCl)NCC1CCCO1 (stereo not given) | 1.2 |
| Cc1ccc(N2C(=O)NC(=O)/C(=C/c3cnn(-c4ccc(C)cc4)c3)C2=O)cc1 | -0.8 |
| COC(=O)c1ccccc1NC(=O)N1C[C@@H]2C[C@@H](C1)c1cccc(=O)n1C2 | -0.2 |

Next section:
SMILES	OXTR ag	CHO parental Ca	OXTR potentiator	V1aR counter	M1 PAM	M1 ag	CHRM1 antagonist	TAAR1 antagonist	TAAR1 ag
Cc1cccc(CN2CCCC(C(=O)c3ccc(C(F)(F)F)cc3)C2)n1 (stereo not given)	0.6	-19	4	2.9	-29	-12	24	11	1
COC(=O)C1=C(c2ccc(Cl)c(C(F)(F)F)c2)C[C@@H]2CC[C@H]1N2C(=O)NCCOc1ccccc1	-0.8	-43	-6	1.4	4	-7	-14	x	x
COc1ccc(N2C(=O)CC(=O)NC2=O)cc1	-0.2	-5	-1	0.3	3	-3	-4	0	12
COC(=O)C1=C(c2cc3ccccc3o2)C[C@@H]2CC[C@H]1N2C(=O)NCCO	0.3	-25	5	0.4	6	-13	-5	-8	5
O=C(Cn1cc(C(=O)c2ccccc2F)c2ccccc21)NC1CC1	0.2	-10	-6	0.7	4	-5	-6	-23	1
CC1=C(O)C(=O)C=C2C1=CC=C1C2(C)CCC2(C)C3CC(C)(C(=O)O)CCC3(C)CCC12C (stereo not given)	x	x	x	x	-6	0	35	74*	41*
Cc1cccc(NC2=NCCCS2)c1	-1.0	-13	-4	0.0	-3	-8	10	-24	1
CC(=O)c1ccc(-c2ccccc2)cc1	-1.9	-1	0	0.2	6	-8	-2	-1	6
CN(C)c1ccc(C(=O)N/N=C/C23CC[C@@H](O)CC2(O)CC[C@@H]2[C@@H]3CCC3(C)C(C4=CC(=O)OC4)CCC23O)cc1 (stereo not given in full)	1.4	1	-6	0.6	6	-1	0	-19	0
CCCCn1c(C)c(C(=O)OCC)c2c(CN3CCOCC3)c(O)ccc21	-1.2	-16	-7	-0.6	0	-6	5	-6	8
Cn1c(O)c(C=Nc2ccc(F)cc2)c(=O)[nH]c1=O	0.4	-3	-2	0.5	1	-3	-6	-3	0
CCn1c(C(=O)N2CCC(C(=O)N3CCC4(CC3)OCCO4)CC2)cc2sccc21	-0.1	-13	0	1.6	4	-3	-24	-4	6

Complete entries, looked up by structure. Order of screens: OXTR ag, CHO parental Ca, OXTR potentiator, V1aR counter, M1 PAM, M1 ag, CHRM1 antagonist, TAAR1 antagonist, TAAR1 ag
Cn1c(O)c(C=Nc2ccc(F)cc2)c(=O)[nH]c1=O reads 0.4, -3, -2, 0.5, 1, -3, -6, -3, 0
Cc1cccc(CN2CCCC(C(=O)c3ccc(C(F)(F)F)cc3)C2)n1 (stereo not given) reads 0.6, -19, 4, 2.9, -29, -12, 24, 11, 1

Carrying on.
SMILES	OXTR ag	CHO parental Ca	OXTR potentiator	V1aR counter	M1 PAM	M1 ag	CHRM1 antagonist	TAAR1 antagonist	TAAR1 ag
O=[N+]([O-])c1cccc(NP(=O)(Oc2ccccc2)Oc2ccccc2)c1	1.8	-10	-11	1.1	-19	-5	33	58*	3
CCCOC(=O)COc1cc(C)cc2oc(=O)c3c(c12)CCC3	-2.2	-13	-7	-1.3	10	-6	-12	-18	1
Cc1cccc(N2C(=O)NC(=O)/C(=C\c3cnc(-c4ccccc4)nc3)C2=O)c1	-1.2	1	-5	-0.6	-4	-5	5	-2	3
CCN1C[C@]2(OC(=O)c3ccccc3NC(C)=O)CCC(OC)C34C5C[C@H]6C(OC)[C@]5(O)[C@](O)(C[C@@H]6OC)C(C[C@@H]32)[C@H]14 (stereo not given in full)	0.1	-7	-6	0.7	8	-3	-4	-6	0
O=C(c1ccccc1)C(Cc1ccccc1)N1CCOCC1 (stereo not given)	x	x	x	x	13	-3	-12	-1	-1
N#Cc1c(Cl)nc(Cl)c2c1CCN(Cc1ccccc1)C2	-2.4	-17	-7	-1.2	0	-13	-2	-12	-3
Cc1cccc(N2C(=O)NC(=O)/C(=C\C=C\c3ccco3)C2=O)c1	3.8	-5	0	4.1	15	4	-16	22	44*
O=C(Cc1ccccc1)N1CCN(CC2CC3C=CC2C3)CC1 (stereo not given)	0.4	-4	2	0.5	-3	-8	-3	9	14
O=C(C(=O)N1CCC2(CC1)OCCO2)c1c[nH]c2ccccc12	1.1	3	0	0.8	8	1	0	-3	4
O=P(Nc1ccccc1)(Nc1ccccc1)Oc1cccc(Cl)c1	0.2	-16	-9	3.9	-20	10	30	52*	14
CC(=NCCC1=CCCCC1)c1c(O)n(C)c(=O)n(C)c1=O	-1.6	-7	-1	-0.4	-4	-3	2	1	11
CC(=O)Nc1ccc(OC(=O)c2ccccc2N)cc1	0.6	-8	-2	0.7	7	1	-16	10	0
Nc1ccc2ccccc2c1	x	x	x	x	5	0	-12	-25	2
Cc1cc(C=C2C(=O)N(C)C(=S)N(C)C2=O)c(C)n1-c1cccnc1	-0.7	-5	-2	0.6	5	-4	-2	-8	1
O=C(COc1ccccc1)N1CCN(CC2CC3C=CC2C3)CC1 (stereo not given)	1.3	-3	1	0.6	-1	1	-19	2	5

A portion of the library; the hit share may differ from the screen's.
